MIN6 prolif: induces beta-cell replication in MIN6 cells; MIN6 cells proliferation, ATPlite luminescence, 48 h; cells starved in 0.2% serum; 100% = growth in 10% serum; proliferation, % at 10 µM; actives 0.29% (n = 330,000); AID 2380;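 active = compounds whose signal lies at least 3.5 SD above the mean of all wells on their plate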;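 also: 0% = DMSO-treated cells in low-serum medium and 100% = 10% serum control; some compounds called inactive have numbers as strong as hits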
mIAP activ: mouse IAP activation | muIAP, CDP-Star luminescence, 30 min; hits give high values; 1 = vehicle-only enzyme signal, 0 = enzyme-free wells | activation factor at 10 µM | actives 0.24% (n = 330,000);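 active = activation factor of at least 2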; also: the source names both 10 and 20 µM as test concentration; values of inactives mirror those of a sister screen read the other way
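Assay system: mouse IAP enzyme; reagent: chemiluminescent substrate CDP-Star; dosing: test compounds delivered from DMSO solution; schedule: 30 min at room temperature; measured by: luminescence from enzymatic CDP-Star hydrolysis; controls: DMSO-only wells and no-enzyme negative control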
A3G deaminase: APOBEC3G (human) deaminase inhibition; Q9HC16; inhibition, % at 20 µM; recombinant A3G, ssDNA deamination FAM/TAMRA fluorescence; actives 0.28% (n = 330,000);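 active = inhibition of at least 40% at 20 µM, with no more than 30% in the related APOBEC3A deaminase screen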;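 also: plate controls were DMSO wells with A3G for no effect and wells lacking A3G enzyme for full effect; some compounds called inactive have numbers as strong as hits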
mIAP inh: blocks mouse intestinal alkaline phosphatase; purified mouse IAP, CDP-Star luminescence, 30 min; inhibition, % at 10 µM; actives 0.2% (n = 330,000);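 active = inhibition of at least 40% at 10 µM in the primary screen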;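 also: plate controls were DMSO with enzyme for no effect and no enzyme wells for full effect; values of inactives mirror those of a sister screen read the other way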
MPTP inh: permeability transition pore inhibition; AID 602449; inhibition, % at 10 µM; isolated mouse mitochondria, Ca2+ swelling absorbance, 30 min; actives 1.4% (n = 360,000);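 active = inhibition of 50% or more, scaled per plate between neutral and stimulator controls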;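 also: 0% = DMSO wells given calcium and 100% = 1 mM EGTA wells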
hIAP activ: human IAP activation; P09923; actives 0.16% (n = 330,000); purified human IAP, CDP-Star luminescence, 30 min; hits give high values; 1 = vehicle-only enzyme, 0 = enzyme-free background; activation factor at 10 µM; AID 2524;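 active = activation factor of the enzyme at least 2-fold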; also: the source names both 10 and 20 µM as test concentration; values of inactives mirror those of a sister screen read the other way
Target sequence (P09923 whole entry, looked up): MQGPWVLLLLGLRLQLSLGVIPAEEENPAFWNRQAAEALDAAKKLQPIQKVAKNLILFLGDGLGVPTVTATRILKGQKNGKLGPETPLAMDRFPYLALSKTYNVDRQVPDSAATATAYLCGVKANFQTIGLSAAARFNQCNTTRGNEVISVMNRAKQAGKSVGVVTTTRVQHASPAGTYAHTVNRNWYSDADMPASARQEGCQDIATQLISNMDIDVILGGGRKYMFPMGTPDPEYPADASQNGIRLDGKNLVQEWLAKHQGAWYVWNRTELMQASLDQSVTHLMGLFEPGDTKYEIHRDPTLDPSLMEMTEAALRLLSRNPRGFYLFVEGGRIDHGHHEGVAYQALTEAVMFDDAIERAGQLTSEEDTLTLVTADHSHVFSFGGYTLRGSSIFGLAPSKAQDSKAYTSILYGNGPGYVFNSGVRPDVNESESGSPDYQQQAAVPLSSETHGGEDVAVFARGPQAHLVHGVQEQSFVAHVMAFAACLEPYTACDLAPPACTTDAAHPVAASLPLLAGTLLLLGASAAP
GRIN3A LBD mod: modulates the human NR3A ligand-binding domain. NR3A LBD differential scanning fluorimetry, Tm shift; 0% = protein alone, 100% = glycine-bound protein. Tm shift relative to glycine control, % at 25 µM. actives 2.5% (n = 340,000);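 active = melting temperature shift of at least 10% of the positive control shift, at one fixed dose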
hIAP inh: blocks human intestinal alkaline phosphatase; P09923; purified IAP, CDP-Star luminescence, 30 min; inhibition, % at 10 µM; actives 0.12% (n = 330,000); AID 2544;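 active = inhibition reaching a set limit with compound at 10 µM in the primary screen, cut at about 35% in these data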;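 also: plate controls were DMSO wells with enzyme for no effect and no-enzyme buffer wells for full effect; values of inactives mirror those of a sister screen read the other way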
A3A deaminase: blocks human APOBEC3A ssDNA deamination; recombinant A3A, FAM/TAMRA ssDNA deamination fluorescence; inhibition, % at 20 µM; actives 0.41% (n = 330,000);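 active = at least 40% inhibition at 20 µM here, with at most 30% in a related deaminase screen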;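 also: plate controls were A3A with DMSO for no effect and wells lacking A3A enzyme for full effect; some results filed as inactive read as strong as hits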
Target sequence (P31941 whole entry, looked up): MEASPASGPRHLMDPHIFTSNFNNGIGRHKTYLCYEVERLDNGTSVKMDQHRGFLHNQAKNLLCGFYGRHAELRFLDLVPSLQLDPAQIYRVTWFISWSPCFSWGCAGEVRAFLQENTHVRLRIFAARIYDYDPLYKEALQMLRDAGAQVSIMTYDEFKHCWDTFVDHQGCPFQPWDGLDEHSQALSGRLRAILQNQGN
* = called active by the depositor; x = no result given.

SMILES	MIN6 prolif	mIAP activ	A3G deaminase	mIAP inh	MPTP inh	hIAP activ	GRIN3A LBD mod	hIAP inh	A3A deaminase
CC(NC(=O)c1ccco1)C(=O)N1CC=C(c2ccccc2)CC1 (stereo unspecified)	-1	1	-7	-1	0.5	0.95	1	5	-4
COc1ccccc1/C=N/N(C(C)=O)c1nc(-c2ccc(F)cc2)cs1	-2	0.96	-3	4	1.1	0.97	-2	3	-1
CCCCC(CC(O)COCCC)c1n[nH]c(=S)n1-c1ccccc1 (stereo unspecified)	1	0.97	11	2	4.8	0.89	0	11	-6
CCN(CC)S(=O)(=O)c1ccc(OC)c(NC(=O)c2cccc([N+](=O)[O-])c2C)c1	-5	0.95	-4	5	0.1	0.95	2	4	-3
O=C(CN1CCN(C(=O)C2CCN(C(=O)/C=C/c3ccccc3)CC2)CC1)Nc1ccccc1Cl	-3	1	-8	-1	4.5	0.85	2	15	37
CCC1(C)Cc2c(sc3c2c(=O)n(-c2ccccc2)c(=O)n3C)CO1 (stereo unspecified)	5	1.1	17	-7	-2.1	1	0	-1	36
CC[C@@]12C(=O)N(c3ccccc3)C(=O)N1[C@H](c1ccc(Br)cc1)[C@@H]1C(=O)N(C(C)(C)C)C(=O)[C@@H]12	3	1	-8	-1	-1.6	1.1	9	-5	-6
O=C(Nc1ccc(-c2csc(Nc3cccc(C(F)(F)F)c3)n2)cc1)c1cccc(C(F)(F)F)c1	-8	1	-1	0	0.6	1	25*	0	1
CCN(CC)c1nc(C)c(C(C)=O)cc1C#N	1	1	11	-1	-1.5	1.1	-4	-15	-4
CC[C@@]1(c2ccccc2C)C(=O)N(C(=O)OC)N1C(=O)OC	-5	0.99	-9	1	1.0	1.1	1	-8	-3
O=C(NCc1ccco1)c1scc2c1OCCO2	1	1.1	-4	-6	-0.3	0.98	0	2	0
CCCc1nc2ccccc2c(=O)n1CC(=O)c1ccccc1	-1	1	-7	-2	1.6	0.97	5	3	-3
Cc1ccc(C(=O)CCC(=O)O)cc1	0	0.89	1	11	x	1.1	x	-8	1
N#Cc1nc(COc2ccccc2)oc1N1CCN(c2cccc(Cl)c2)CC1	-5	0.8	0	20	0.3	1.1	6	-13	3
COc1ccc(C)cc1NC(=O)NNC(=O)c1cc2ccccc2cc1O	-4	0.91	-7	9	6.9	1.2	8	-25	-6

Of the compounds above, these have fluorine.
SMILES	MIN6 prolif	mIAP activ	A3G deaminase	mIAP inh	MPTP inh	hIAP activ	GRIN3A LBD mod	hIAP inh	A3A deaminase
COc1ccccc1/C=N/N(C(C)=O)c1nc(-c2ccc(F)cc2)cs1	-2	0.96	-3	4	1.1	0.97	-2	3	-1
O=C(Nc1ccc(-c2csc(Nc3cccc(C(F)(F)F)c3)n2)cc1)c1cccc(C(F)(F)F)c1	-8	1	-1	0	0.6	1	25*	0	1

Further results follow:
SMILES	MIN6 prolif	mIAP activ	A3G deaminase	mIAP inh	MPTP inh	hIAP activ	GRIN3A LBD mod	hIAP inh	A3A deaminase
c1ccc(CSc2nnc(-c3sccc3-n3cccc3)o2)cc1	1	0.89	5	11	-1.1	0.94	-1	6	-1
Cc1ccc(/C=N/NC(=O)c2ccc(-c3ccccc3)cc2)o1	-2	0.92	-7	8	0.5	0.94	-7	6	-1
O=c1[nH]c(-c2ccccc2)c(-c2ccccc2)[nH]1	-3	0.92	-5	8	1.1	0.89	3	11	-2
Cc1nn(C)cc1CN1CCCC(C(=O)c2ccc(-c3ccccc3)cc2)C1 (stereo unspecified)	0	1	-4	0	0.3	0.88	-2	12	0
O=C(Nc1ccccc1N1CCOCC1)C1CCCCN1S(=O)(=O)c1ccccc1 (stereo unspecified)	1	1.2	-4	-17	-0.8	1	1	-2	-8
O=C(Nc1scc(-c2ccccc2)c1C(=O)O)c1ccco1	-3	0.83	1	17	-1.2	0.93	2	7	0
CCOC(=O)N1CCC(NC(=O)CS(=O)Cc2nc(-c3ccccc3C)oc2C)CC1 (stereo unspecified)	-4	1.1	0	-6	0.0	1.1	0	-12	1
CCN(CC(=O)Nc1c(F)cccc1F)C(=O)c1n[nH]c2ccccc12	2	0.97	2	3	0.5	1.2	0	-16	-3
CCOC(=O)c1c(NC(=O)Cc2cccs2)sc(C(=O)N2CCCCC2)c1C	9.5*	0.93	-2	7	-2.9	0.98	-2	2	1
O=c1oc(Nc2ccccc2F)nc2ccccc12	-4	0.97	-3	3	-5.6	1.2	2	-16	-3
COc1ccc(CCNc2nc(=O)[nH]nc2C)cc1OC	-1	0.97	-5	3	0.4	0.89	1	11	-2
CCC(Sc1nc2sc(C(=O)OC)c(C)c2c(=O)n1N)C(=O)N(CC)CC (stereo unspecified)	-1	0.98	-3	2	1.7	0.95	-3	5	-3
COc1ccc([N+](=O)[O-])cc1NC(=O)COC(=O)c1ccccc1O	3	1	-8	-1	0.9	1.1	2	-8	-1
CC(C(N)=O)N1C(=O)NC2(CCCc3ccccc32)C1=O (stereo unspecified)	-2	0.87	-10	13	-1.0	1	-2	0	0
CC1CCN(CC(=O)N2CC(=O)Nc3ccccc32)CC1	-1	1	-4	-1	-2.0	1	0	-3	0
COc1ccc(C)cc1NC(=O)CC(O)(C(F)(F)F)C(F)(F)F	1	1.1	2	-5	8.5	0.94	2	6	3
CCCc1nc(SCc2ccc(Cl)cc2Cl)n[nH]1	-1	0.93	-6	7	11	1.2	1	-21	-3
CCN(C(=O)CCS(=O)(=O)c1cccc2nonc12)c1ccc(F)cc1	0	1	-4	0	-1.8	1.1	6	-11	5
Cc1cccc(N(C)c2ncnc3onc(-c4ccc(F)cc4)c23)c1C	-4	1	-8	-5	0.7	0.82	-3	18	-4
CC(C)n1c(Sc2nccn2C)nc2c1c(=O)n(C)c(=O)n2C	-1	0.96	-12	4	-0.3	0.93	-1	7	-5
Cc1cc(N2CCCC2)ccc1/C=N/n1cnnc1	-1	0.96	-2	4	0.4	0.92	-8	8	-2
COc1ccc(CNC(=O)c2ccc(CS(=O)(=O)c3ccc(Br)cc3)o2)cc1	-3	1	8	-1	-2.7	0.98	-2	2	11
CCc1c(C)nc(SCC(=O)N2CCCCC2CC)[nH]c1=O (stereo unspecified)	-3	1	-4	-4	3.8	1	-1	-2	2
Cc1ccc(NC(=O)CCc2nnc3ccc(N4CCOCC4)nn23)cc1C	4	1	-8	-5	-1.3	1	-2	0	-3
CCOc1ccc(OCC)c(NC(=O)C2CCCN(C(=O)c3ccc(Cl)cc3)C2)c1 (stereo unspecified)	-2	1.1	-7	-7	0.5	0.68	-1	32	-4
CCc1[nH]nc2c1C1(CCOC1C)C(C#N)=C(N)O2 (stereo unspecified)	-2	1.1	-3	-11	-0.3	1	3	-3	-2
Cc1ccc(C(=O)C(OC(=O)c2c(C)cc(=O)oc2C)c2ccccc2)cc1 (stereo unspecified)	0	0.92	1	8	4.4	0.98	1	2	4
CC(C)CCN1C(=O)CC(NNC(=O)c2ccc(S(=O)(=O)N3CCCC3)cc2)C1=O (stereo unspecified)	-1	0.9	-6	10	3.4	0.98	-1	2	0
O=C(CCN1CCc2ccccc2C(c2ccccc2)C1)c1ccc2c(c1)OCCO2 (stereo unspecified)	-4	1	2	0	83*	1.3	1	-26	2
O=C(/C=C/c1cccc([N+](=O)[O-])c1)NCCN1C(=O)S/C(=C\c2cccnc2)C1=O	-2	0.88	-11	12	0.5	1	-2	-2	2
c1ccc2c(c1)CCN(c1nc(CN3CCOCC3)nc3sc4c(c13)CCCC4)C2	-3	0.95	-3	5	3.8	0.98	0	2	-3
COc1ccccc1CNC(=O)COC(=O)Cc1ccc(Br)cc1	-1	0.99	-1	1	0.6	0.91	-1	9	5
O=C(CN1C(=O)NC2(CCc3ccccc32)C1=O)NCc1ccc(Cl)cc1 (stereo unspecified)	-1	1.1	-8	-5	-0.1	1.1	-1	-8	0
CC(C)OC(=O)c1cc(-c2ccc(C=O)o2)ccc1Cl	-2	0.85	-2	15	1.5	0.85	-1	15	3
C/C(=C\c1ccccc1)C(=O)Nc1ccc(S(=O)(=O)Nc2ncccn2)cc1	-2	1	0	-1	0.3	0.98	-1	2	2
C/C(=C1\SC(N2CCOCC2)=NC1=O)c1ccc(C)cc1	-3	0.95	-1	5	-1.2	1.1	0	-14	-1
CCS(=O)(=O)NC(C)C(c1cccs1)N1CCN(c2ccc(F)cc2)CC1 (stereo unspecified)	-4	1	-3	-2	-0.2	1	0	-2	-4
Cc1ccc(-c2nc3ncccc3o2)cc1NC(=O)c1ccc([N+](=O)[O-])o1	0	0.94	-7	6	-1.9	0.89	4	11	-4
Nc1ccn([C@H]2CC[C@@H](CO)O2)c(=O)n1	2	1.1	-4	-10	-3.2	1.2	-1	-20	3
COC(=O)c1sc2nc3c(c(-c4cccs4)c2c1N)CCCC3	-4	1.2	-3	-23	0.9	1.1	-3	-10	2
COC(=O)CCn1nc(-c2ccc(C)cc2)c2ccccc2c1=O	2	0.96	-6	4	0.2	1	0	-4	0
COc1ccc(-c2csc(/C(C#N)=C/Nc3cc4oc5ccccc5c4cc3OC)n2)cc1	-3	0.9	-5	10	0.1	1.1	-2	-10	-4
O=c1c2ccsc2ncn1Cc1cccc(C(F)(F)F)c1	-2	1.1	3	-11	8.1	1	0	-4	-14
C#CCOCCOCCOCCNc1nc(N2CCN(C(=O)CCCCCCCCCCNC(=O)[C@H](CCCCN)n3cc(C)nn3)CC2)nc(N2CCN(C(=O)CCCCCCCCCCNC(=O)[C@H](CCCN=C(N)N)n3cc(C[C@@H](C)CC)nn3)CC2)n1	-8	3.1*	1	-215	x	1.3	-8	-28	1
COc1ccc(C(=O)O)cc1S(=O)(=O)Nc1cccc(C(F)(F)F)c1	-2	0.98	-5	2	1.8	1.1	1	-6	-4
O=C(COC(=O)CSc1ccc([N+](=O)[O-])cc1)NCc1ccco1	0	1	-5	-2	-2.2	1.1	2	-8	3
Cc1cc(C)n(CC(=O)N/N=C/c2cccs2)n1	0	1	-2	-4	1.9	0.85	2	15	-1
O=C(NC1CCCC1)c1ccc(CNc2c(N3CCOCC3)c(=O)c2=O)cc1	0	0.91	-8	9	0.4	0.83	0	17	-3
O=S(=O)(c1ccc(Br)cc1Cl)N1CCN(CCO)CC1	-2	0.98	-5	2	-2.3	1	1	-5	-5
CCC(CC)NC(=O)Cn1c(C(C)NC(C)=O)nc2ccccc21 (stereo unspecified)	-2	1.1	-8	-13	-0.3	1.2	0	-22	-4
CCOC(=O)C1(CCOc2ccccc2)CCN(Cc2ccc(OCCO)cc2)CC1	-5	0.94	-5	6	1.3	1	-1	0	-8
Cc1ccn(CCC(=O)N2CCc3ccccc32)n1	0	1	-2	0	0.6	0.92	1	8	91*
O=C(NC1CCCC1)c1cc(-c2ccccc2Cl)on1	0	0.96	-3	4	0.8	1	1	0	-1
COc1cccc(CNC(=O)CCC2CCCN(C(=O)c3ccoc3)C2)c1 (stereo unspecified)	3	0.97	-3	3	0.9	1	0	-4	3
O=C(CSc1nc2[nH]ncc2c(=O)n1-c1ccccc1)NCCc1ccccc1	1	1	-6	-2	-4.8	1.3	-1	-34	-1
Cc1cc(-c2ccco2)c(C#N)c2nc3ccccc3n12	-1	0.98	53*	2	-2.1	1.1	-3	-10	20
Cc1ccc(C(=O)NNC(=O)c2ccccc2O)cc1S(=O)(=O)N1CCCCC1	-3	0.69	-8	31	-0.6	1.6	-2	-62	3

Screens deposited in PubChem BioAssay by Sanford-Burnham Center for Chemical Genomics.
